Pf apPOL block = Pf-apPOL DNA polymerase inhibition. Recombinant Pf-apPOL, molecular beacon fluorescence, 1.5 h. inhibition, % at 10 µM. 0.25% of 210,000 active
mHTT-CaM PPI inh = inhibitors of human mutant huntingtin-calmodulin interaction | P42858 | AlphaScreen His-mHTT/GST-CaM binding, luminescence | inhibition, % at 15 µM | 3.6% of 190,000 active | AID 1671202;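 also: 0% = both proteins with DMSO and 100% = one protein alone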
* marks the source's active call; other numbers are inactive results; . = no result given; & = joins results of further samples. Rule as the data show it: active = inhibition above about 50%; inactive = the rest. Random draw from the library; overall some 3.5% were active at least once.

SMILES	Pf apPOL block	mHTT-CaM PPI inh
Cn1c(C(F)(F)F)nnc1S(=O)(=O)Cc1ccc(-c2csnn2)cc1	17	.
Cc1ccc(SC[C@H](C)CN2CCC(NC(=O)OCc3ccccc3)CCC2=O)cc1 (stereo not given in full)	-3	39
CC(C)c1ccc(NC(=O)C(c2ccccc2)N(Cc2ccco2)C(=O)c2cnccn2)cc1 (stereo not given)	-5	40
COc1ccccc1C=CC=C1Oc2cc(OC(=O)c3ccco3)ccc2C1=O	-1	10
O=C(NC1CCCC1)C1c2ccccc2C(=O)N1Cc1ccc(F)cc1 (stereo not given)	1	0
Cc1cccc(NC(=O)C(=O)NCc2ccncc2)c1C	2	-5
Fc1ccc(-c2noc(Cc3nnc(-c4ccc(F)cc4)o3)n2)cc1	-4	-11
CCc1ccc(NC(=O)Cc2c[nH]c3ncccc23)cc1	-4	-5
O=C(CSc1ccccc1)NCc1ccccc1	-4	-8
Cc1nc(CCNC(=O)C2CCN(S(=O)(=O)c3ccc(Cl)cc3)CC2)cs1	-4	-2
O=C(Nc1ccc2c(c1)OCCO2)NC1CCCCC1	-6	-5
CCOCCCNC(=O)c1cn(CC(C)C)c(=O)c2c1c1ccccc1n2C	2	-5
Cc1cc(C)cc(C(=O)N2CCC(COc3ccccc3C(=O)N3CCCC3)CC2)c1	-4	5
CN1CCN(C(=O)C2CC(c3ccccc3)=NO2)CC1 (stereo not given)	-3	3
COc1ccc(OC)c(NC(=O)NS(=O)(=O)c2ccc(C)cc2)c1	-1	14
CCN1CCN(C(=O)Cn2c(Cc3ccccc3)nc3cc(C)c(C)cc32)CC1	5	10
CC(=O)Nc1cccc(N2C(=O)CC(Cc3ccccc3)C2=O)c1 (stereo not given)	-3	0
NC1=NC(=O)C(CC(=O)Nc2ccc(Br)cc2)S1 (stereo not given)	-2	-1
CC(=O)Oc1ccc2c(=O)c(-c3ccc(Cl)cc3)c(C(F)(F)F)oc2c1	-1	5
Cc1cccc(NC(=O)N2CCC(CCNS(=O)(=O)c3cc(C)c(C)cc3C)CC2)c1	-6	3
COc1ccccc1C1=N/C(=C/c2ccc(Cl)c(Cl)c2)C(=O)O1	-3	1
C#CCSc1nc(-c2cccs2)ccc1C#N	1	-5
COc1cccc(N/C=C(\C#N)c2nc(-c3ccc([N+](=O)[O-])cc3)cs2)c1	-5	1
CCOC(=O)N1CCc2nn(CC(=O)Nc3ccc(Br)cc3)c(=O)cc2C1	-5	14
CC1(C)CC(=O)C2=C(C1)OC(c1ccc(Br)cc1)C(C#N)=C2N (stereo not given)	0	3
Cc1cc(Cl)ccc1OCC(=O)NCc1ccncc1	-3	-1
CCCn1cnc2c1c(=O)n(Cc1ccccc1)c(=O)n2-c1cccc(F)c1	-4	-4
COc1nn(C)cc1C(=O)NCC(=O)NCc1ccccn1	-1	-22
CN(C)CC1CN(S(=O)(=O)c2ccccc2F)CC12CCOCC2 (stereo not given)	-14	-7
CC(=O)c1cccc(N2CN=c3s/c(=C\c4ccccc4O)c(=O)n3C2)c1	-7	41
CCOC1=NN(c2ccc([N+](=O)[O-])cc2)C(=O)/C1=C/c1ccccc1Cl	-6	79*
O=C(O)CCN1C(=O)C(=O)C(=C(O)c2ccc(Cl)cc2)C1c1ccccc1[N+](=O)[O-] (stereo not given)	-3	8
CCc1ccccc1NC(=O)c1ccc(F)c(S(=O)(=O)N2CCc3ccccc32)c1	-3	-13
COc1ccc(S(=O)(=O)N2CCc3nc(NC(=O)CC4CCCC4)sc3C2)cc1	-7	2
O=C1NCCCC1c1n[nH]c(=S)n1Cc1ccccc1 (stereo not given)	2	.
CCS(=O)(=O)c1ccc2oc(=O)c(C=C(O)c3cccc(OC)c3)nc2c1	-3	9
CCN(CC)CCCNC(=O)C1c2ccccc2C(=O)N1Cc1ccc(C)cc1 (stereo not given)	-19	-6
O=C(c1ccccc1C(F)(F)F)N(Cc1ccsc1)Cc1ccco1	-3	-14
CC(C)n1ccc(C(=O)Nc2ccc(N3CCOCC3)cc2)n1	-6	-12
Cc1ccc(N2CC(C(=O)NC3CC4CCC3C4)CC2=O)cc1 (stereo not given)	-1	-2
CC1CCN(C(=O)c2cc(N3CCOCC3)nc3ccccc23)CC1	-6	-6
O=C(NCCc1ccccc1)Nc1ccccc1NC(=O)c1ccccc1Cl	-10	-14
Cc1scc2nc(C(=O)N3CCN(C4CCCCC4)CC3)nc(N(C)C)c12	0	24
COc1ccc(S(=O)(=O)Nc2cccnc2)cc1C	-4	2
Cc1ccc(CNC(=O)C2CCn3c(nc4ccccc43)C2)o1 (stereo not given)	-3	14
NC/C=C/C(=O)O	2	.
CCCOc1ccc(/C=C2/N=C(c3ccccc3)OC2=O)cc1	-6	6
O=C(NCc1ccc2c(c1)OCO2)N1CCOCC1	8	-1
CCOC(CCNC(=O)C1c2ccccc2C(=O)N(C)C1c1cccs1)OCC (stereo not given)	-2	2
O=C(CC1CCN(C(=O)C2CCCCC2)CC1)NCCN1CCOCC1	-5	-9
O=C(c1cccc(F)c1)N1CCN(C2CCN(Cc3ccccc3)CC2)CC1	-7	0
O=C(O)CN(C1CCCCC1)S(=O)(=O)c1ccc(Cl)cc1	5	-3
CCn1ncc(Cl)c1C(=O)N1CCCC1c1ccccc1F (stereo not given)	-4	-4
CC1(C(=O)NC2CCCC2)CCC(=O)N1CCN1CCOCC1 (stereo not given)	1	3
COCCc1noc(COC2CCCN(Cc3ccco3)C2)n1 (stereo not given)	-5	-12
CCCCc1ccc(C(=O)Nc2ccccc2O)cc1	-4	-12
O=C(Nc1ccc(OC(F)(F)F)cc1)OCCc1csc2ccccc12	-3	.
Cc1cccc(N2CCN(C(=O)CCC3CCCN(c4cc(NC5CC5)ncn4)C3)CC2)c1 (stereo not given)	-5	50
Fc1ccc(-c2cc(C(F)(F)C(F)F)[nH]n2)cc1	.	-21
COc1cccc(C=Nc2ccc3oc(-c4ccc(N(C)C)cc4)nc3c2)c1O	-5	-3

(more compounds)
SMILES	Pf apPOL block	mHTT-CaM PPI inh
Cc1c(C(=O)Cn2nnc(N3CCOCC3)n2)c(C)c([N+](=O)[O-])c(C(C)(C)C)c1[N+](=O)[O-]	1	.
Cc1ccccc1-n1nc2c(c1NC(=O)c1ccccc1Cl)CS(=O)(=O)C2	-7	-1
CNC(=O)N(Cc1cnn(C)c1)c1ccc(C)cc1C	-4	-5
CC(C)(C)NC(=O)/C(=C\c1cccs1)NC(=O)c1cccs1	-9	-3
CC(C)(C)c1ccc(/C=c2\sc3ncnn3c2=O)cc1	-30	9
CNC(=O)C(=O)Nc1ccc(Cl)c(Cl)c1	0	-1
Cc1ccc(NS(=O)(=O)Cc2ccccc2)cc1Cl	5	-11
Cc1cc(O)cc2c1C(=O)C(=Cc1ccc(Br)cc1)O2	4	-2
c1ccc2c(c1)[nH]c1c2ccc2nccnc21	-6	8
Cn1c(=O)c2c(nc(Cl)n2Cc2ccc(C(C)(C)C)cc2)n(C)c1=O	7	-3
CC(C)c1ccc(OCC(=O)NCCS(=O)(=O)N2CCN(c3ncccn3)CC2)cc1	-1	-3
Cc1cccc(C2=NC3(CCN(CC(=O)Nc4ccc(F)c(Cl)c4)CC3)NC2=O)c1	2	40
Cc1ccc(C)c(N2C(=O)CC(Cc3ccc(Br)cc3)C2=O)c1 (stereo not given)	0	-10
O=C(CSc1n[nH]c(-c2ccccc2)n1)c1ccc(F)cc1	10	-3
Cc1cccc(C)c1NC(=O)C1(N(C)C(=O)c2cnccn2)CCCCC1	1	-7
CCCc1cc(Br)c(-n2cccc2)c(Br)c1	-11&2	.
CCOc1ccc(C(=O)N2CC(C)C(c3nc(-c4ccccc4)no3)C2)cc1 (stereo not given)	-5	0
O=C(NC1CCN(c2ccccc2)C1=O)c1ccc(Br)o1 (stereo not given)	-1	-4
Cc1ccc(N2C(=O)C(N3C(=O)c4ccccc4C3=O)C2c2ccc(N(C)C)cc2)cc1F (stereo not given)	3	35
Cc1cc(Cl)ccc1N(CC(=O)Nc1ccc(C(N)=O)cc1)S(=O)(=O)c1ccccc1	-12	29
Cc1ccc(-c2nc(CC(=O)N(C)C)cs2)cc1	-3	0
CNC(=O)c1ccsc1NC(=O)CS(=O)(=O)c1ccc(Cl)cc1	3	3
O=C1c2ccc(-c3ncc(-c4ccccc4)o3)cc2C(=O)N1c1ncn[nH]1	1	11
O=C(O)C1Cc2ccccc2-c2ccccc2C1	-2	.
COc1ccccc1CNC(=O)COc1cccc(C)c1C	2	-15
Cc1ccc2nc(C(=O)N3CCN(c4ccc(F)cc4)CC3)cn2c1	-3	4
COc1ccc(C(CN)N2CCCCC2)cc1 (stereo not given)	-19&4	-2&-17
COc1cc2c(cc1OC)C1C(C(=O)Nc3cnc4ccccc4c3)c3ccccc3C(=O)N1CC2 (stereo not given)	1	24
Cc1oc2cc(OCC#N)ccc2c(=O)c1Oc1ccccc1Br	-10	4
N#Cc1nc2c(C#N)c(N)n(CC3CCCO3)c2nc1C#N (stereo not given)	-5	-12
Cn1c(N2CCC(C(=O)N3CCN(c4ccccc4F)CC3)CC2)cc(=O)n(C)c1=O	1	27
C=CCc1ccccc1OCC(O)CN1CCN(c2ccccc2OC)CC1 (stereo not given)	-8&-3	43&28
COc1ccc(C2CC(c3ccc(Br)cc3)Nc3ncnn32)c(OC)c1OC (stereo not given)	0	57*
COc1ccc(C(=O)N2CCCC2c2ccccc2C)cc1OC (stereo not given)	-1	4
O=[N+]([O-])c1ccc(-c2csc(CSc3nnc(SCC4CC4)s3)n2)cc1	-8&-1	.
Nc1ncn([C@@H]2O[C@H](CO)[C@@H](O)[C@H]2O)c(=O)n1	-6	.
O=C1Nc2ccccc2/C1=C\c1c(Cl)cccc1Cl	2	49
O=C(CCS(=O)(=O)Cc1cccc(Cl)c1)NCc1ccc(F)cc1Cl	-6	-1
Cc1cccc(NC(=O)CN2CCC(c3nc(-c4ccc(F)cc4)no3)CC2)c1C	-1	-2
Cn1cc(CCNC(=O)c2ccc(Cl)s2)c2cccnc21	-1	2

A section of the results above, as a working copy:
SMILES	Pf apPOL block	mHTT-CaM PPI inh
CNC(=O)N(Cc1cnn(C)c1)c1ccc(C)cc1C	-4	-5
CC(C)(C)NC(=O)/C(=C\c1cccs1)NC(=O)c1cccs1	-9	-3
CC(C)(C)c1ccc(/C=c2\sc3ncnn3c2=O)cc1	-30	9
CNC(=O)C(=O)Nc1ccc(Cl)c(Cl)c1	0	-1
Cc1ccc(NS(=O)(=O)Cc2ccccc2)cc1Cl	5	-11
Cc1cc(O)cc2c1C(=O)C(=Cc1ccc(Br)cc1)O2	4	-2
c1ccc2c(c1)[nH]c1c2ccc2nccnc21	-6	8
Cn1c(=O)c2c(nc(Cl)n2Cc2ccc(C(C)(C)C)cc2)n(C)c1=O	7	-3
CC(C)c1ccc(OCC(=O)NCCS(=O)(=O)N2CCN(c3ncccn3)CC2)cc1	-1	-3
Cc1cccc(C2=NC3(CCN(CC(=O)Nc4ccc(F)c(Cl)c4)CC3)NC2=O)c1	2	40
Cc1ccc(C)c(N2C(=O)CC(Cc3ccc(Br)cc3)C2=O)c1 (stereo not given)	0	-10
O=C(CSc1n[nH]c(-c2ccccc2)n1)c1ccc(F)cc1	10	-3
Cc1cccc(C)c1NC(=O)C1(N(C)C(=O)c2cnccn2)CCCCC1	1	-7
CCCc1cc(Br)c(-n2cccc2)c(Br)c1	-11&2	.
CCOc1ccc(C(=O)N2CC(C)C(c3nc(-c4ccccc4)no3)C2)cc1 (stereo not given)	-5	0
O=C(NC1CCN(c2ccccc2)C1=O)c1ccc(Br)o1 (stereo not given)	-1	-4
Cc1ccc(N2C(=O)C(N3C(=O)c4ccccc4C3=O)C2c2ccc(N(C)C)cc2)cc1F (stereo not given)	3	35
Cc1cc(Cl)ccc1N(CC(=O)Nc1ccc(C(N)=O)cc1)S(=O)(=O)c1ccccc1	-12	29
Cc1ccc(-c2nc(CC(=O)N(C)C)cs2)cc1	-3	0
CNC(=O)c1ccsc1NC(=O)CS(=O)(=O)c1ccc(Cl)cc1	3	3

(further entries)
SMILES	Pf apPOL block	mHTT-CaM PPI inh
CCC(=O)Nc1ccc2nc(SCC(=O)NCc3ccc(OC)cc3)sc2c1	-3	7
COc1cc2c(cc1OC)C(C(=O)NC(C)C)C(c1cccnc1)N(C)C2=O (stereo not given)	-8	4
Cc1ccc(CNC(=O)CN2CCN(C(=O)Nc3ccc(Cl)cc3)CC2=O)o1	-6	-3
O=C(NCC1CCCO1)c1cc2n(n1)C(C(F)(F)F)CC(c1ccc(Br)cc1)N2 (stereo not given)	-4	12
COC(=O)c1cc(Nc2ccc(F)c(F)c2)c2ccccc2n1	0	-10
COc1cccc(-c2nc(C3CCN(C(=O)c4ccc(C)s4)CC3)no2)c1	2	-7
Cc1ccc(CN2C(=O)N/C(=C/c3ccc(N4CCCCC4)cc3)C2=O)cc1	-5	-2
CCC1(c2cccc(OC)c2)CCCCN(C)C1=O (stereo not given)	5&4	.
Fc1ccc(CN2CCN(c3ccccn3)CC2)cc1Br	-17	-8
CCCCN(C)S(=O)(=O)c1ccc(C(=O)Nc2nc3c(s2)Cc2ccccc2-3)cc1	-2	-6
O=C(Nc1ccccc1I)c1ccc(Cl)cc1	11	-11
CCCCNC(=O)[C@@H]1CC=C[C@@H]2CCN(Cc3ccccc3)C(=O)[C@@H]21	-5	-7
CCOc1ccc2c(=O)c(-c3ccccc3Cl)coc2c1	-4	-1
COc1cccc(CC(=O)N2CCCC2c2cccc(F)c2)c1 (stereo not given)	-4	15
COc1cc2c(cc1OC)C(COc1ccc3c(C)cc(=O)oc3c1)N(C(=S)Nc1cccc(C)c1)CC2 (stereo not given)	-9	13
CC1CCN(C(=O)c2csc(COc3cccc(Cl)c3)n2)CC1	-4	18
COc1cc(C2C3=C(CC(C)(C)CC3=O)Nc3ncnn32)cc(OC)c1OC (stereo not given)	0	-4
O=C(Nc1cnc(-c2cccc(Cl)c2)nc1)c1ccc(Br)o1	-1	-6
COc1ccc2c(C)nc(N=C(N)N)nc2c1	-2	12
O=C(Nc1ccccc1[N+](=O)[O-])c1ccncc1	-11	9
O=C(NCc1cc(F)ccc1F)C1CC(=O)N(CCc2ccccc2)C1 (stereo not given)	-4	3

Look-ups from the list:
Pf apPOL block, O=C(NCc1cc(F)ccc1F)C1CC(=O)N(CCc2ccccc2)C1 (stereo not given) reads -4
mHTT-CaM PPI inh, COc1cc(C2C3=C(CC(C)(C)CC3=O)Nc3ncnn32)cc(OC)c1OC (stereo not given) reads -4
